Rac1 wt GTP bind = modulators of human Rac1 wildtype GTP binding | P63000 | GST-Rac1 beads, fluorescent GTP binding, flow cytometry; actives lie on both sides; 0 = cold GTP competed, 100 = untreated | GTP binding activity (% of control), % at 10 µM | actives 0.27% (n = 190,000) | AID 757;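 active = GTP binding activity at least 20 points away from the 100% control level, either lower or higher; inconclusive = compound flagged as likely green fluorescent, judged across all proteins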
Avidin fluor = avidin bead compound fluorescence profile; Avidin beads, compound fluorescence 488/530 nm, flow cytometry; stronger effect = higher value; fluorescence (KMESF) at 10 µM; actives 0.38% (n = 220,000); AID 1775; in the data active = fluorescence above about 47; also: inactives centre near 10
Rac1 act GTP bind = human Rac1 activated mutant GTP binding change | actives 0.11% (n = 190,000) | GST-Rac1 activated beads, fluorescent GTP binding, flow cytometry; actives lie on both sides; 100% means binding = to untreated wells | P63000 | percent activity (GTP binding), % at 10 µM;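 active = GTP binding at least 20 percentage points away from the 100% baseline, in either direction, so actives lie on both sides; inconclusive = Compound likely fluorescent itself, or too few beads counted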
Rab2 wt GTP = changes GTP binding to wildtype dog Rab2A, up or down; P61105; GST-Rab2 wt beads, Bodipy-GTP binding, flow cytometry; GTP binding activity, % at 10 µM; actives 0.19% (n = 190,000); AID 760;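 active = GTP binding activity at least 20 points away from 100%, either lowered or raised; inconclusive = signal likely due to the compound's own green fluorescence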;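 also: 0% = beads with excess unlabeled GTP and 100% = no-compound control corrected for plate trend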
Pf gamet viab = kills late stage P. falciparum gametocytes; inhibition, % at 10.9 µM; P. falciparum stage V gametocytes, ATP luminescence, 24 h; actives 0.065% (n = 150,000);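 active = inhibition above the mean plus 3 SD of compounds within the control limits, set per campaign, cut at about 38% in these data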;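 also: 0% = DMSO wells and 100% = medium only without gametocytes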
Mcl1 Bid PPI = Mcl-1/Bid interaction inhibition | inhibition, % at 21.7 µM | TR-FRET Mcl-1/Bid-Dy647 peptide binding, 1536-well | actives 0.97% (n = 220,000);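 active = compounds that cut the binding signal by more than half at the single screening dose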;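 also: His-tagged Mcl-1 with europium anti-His antibody binding Bid BH3 peptide; 0% = Mcl-1 plus peptide wells and 100% = peptide-only wells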
Target sequence (Q07820 whole entry, looked up): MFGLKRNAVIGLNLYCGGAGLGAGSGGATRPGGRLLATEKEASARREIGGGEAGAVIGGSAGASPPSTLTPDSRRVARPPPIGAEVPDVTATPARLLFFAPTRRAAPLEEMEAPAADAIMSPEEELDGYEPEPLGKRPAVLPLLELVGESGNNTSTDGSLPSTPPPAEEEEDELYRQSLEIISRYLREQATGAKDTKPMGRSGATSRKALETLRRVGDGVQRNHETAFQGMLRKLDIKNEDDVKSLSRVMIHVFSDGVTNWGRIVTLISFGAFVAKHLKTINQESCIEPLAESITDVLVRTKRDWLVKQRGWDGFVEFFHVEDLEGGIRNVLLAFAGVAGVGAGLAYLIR
Bim-Mcl-1 = inhibitors of Bim-Mcl-1 interaction, human | Bead-based flow cytometry, Bim peptide-Mcl-1 binding | inhibition, % at 10 µM | actives 0.1% (n = 190,000); in the data active = inhibition above about 40%;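 also: 0% = no compound tracer wells and 100% = peptide blocker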
Mcl1 Noxa PPI = disrupts binding of human Mcl-1 to Noxa peptide; TR-FRET Mcl-1/Noxa peptide binding, 2 h; inhibition, % at 21.7 µM; actives 1.5% (n = 220,000); AID 1022;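 active = compounds that cut the protein-peptide binding signal by more than 50% relative to plate controls in a single-dose test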;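 also: His-tagged Mcl-1 with rhodamine Noxa BH3 peptide and terbium anti-His antibody; 0% = Mcl-1 plus Noxa peptide wells and 100% = peptide-only wells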
HRas wt GTP = changes GTP binding to wildtype human HRas; actives 0.14% (n = 190,000); GTP binding activity, % at 10 µM; GST-Ras wt beads, Bodipy-FL-GTP binding, flow cytometry; actives lie on both sides; P01112; AID 759;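 active = GTP binding activity at least 20% away from the 100% baseline, either lowered as inhibitor or raised as activator; inconclusive = flagged as likely green fluorescent, judged across all proteins in the well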;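 also: 0% = unlabeled GTP competition control and 100% = no-compound control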
Target sequence (P01112 whole entry, looked up): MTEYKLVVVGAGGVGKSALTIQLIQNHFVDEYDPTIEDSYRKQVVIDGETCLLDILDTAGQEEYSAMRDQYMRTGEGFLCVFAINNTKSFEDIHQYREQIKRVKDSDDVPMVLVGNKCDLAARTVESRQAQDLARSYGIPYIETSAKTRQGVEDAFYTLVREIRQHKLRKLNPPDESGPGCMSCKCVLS
Rab7 wt GTP bind = dog Rab7 wildtype GTP binding, inhibitors and activators; GST-Rab7 beads, fluorescent GTP binding, flow cytometry; actives lie on both sides; untreated = 100%, excess cold GTP = 0%; actives 0.055% (n = 190,000); GTP binding activity (percent of control), % at 10 µM;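 active = fluorescent GTP binding to Rab7 beads changed by at least 20 points from the 100% baseline, either direction, mostly lower; inconclusive = compound itself probably fluorescent, or too few beads counted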;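 also: median green fluorescence of bound Bodipy-FL-GTP per Rab7 bead population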
Cdc42 wt GTP = human Cdc42 wildtype GTP binding change, either direction. P60953. GST-Cdc42 beads, Bodipy-GTP binding, flow cytometry; actives lie on both sides. percent activity (GTP binding), % at 10 µM. actives 0.2% (n = 190,000). AID 761;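 active = percent activity GTP binding at least 20 points away from the 100% baseline, either down as inhibitor or up as activator; inconclusive = compound flagged as likely green fluorescent from well-wide comparison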;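 also: median bead fluorescence of bound Bodipy-FL-GTP at 100 nM; 0% = excess unlabeled GTP control and 100% = no compound control; below 100% means less GTP binding so inhibitor and above means activator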
Target sequence (P60953 whole entry, looked up): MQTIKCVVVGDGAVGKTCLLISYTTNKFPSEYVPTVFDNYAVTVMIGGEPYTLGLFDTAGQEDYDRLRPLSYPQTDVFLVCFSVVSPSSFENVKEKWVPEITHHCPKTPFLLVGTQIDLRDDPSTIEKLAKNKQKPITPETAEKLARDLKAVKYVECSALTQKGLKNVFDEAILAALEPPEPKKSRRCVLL
Active calls of the source: *; ? = inconclusive; / = no result given. Rows are unselected. About 2.7% of those tested had a hit in this group.

SMILES	Rac1 wt GTP bind	Avidin fluor	Rac1 act GTP bind	Rab2 wt GTP	Pf gamet viab	Mcl1 Bid PPI	Bim-Mcl-1	Mcl1 Noxa PPI	HRas wt GTP	Rab7 wt GTP bind	Cdc42 wt GTP
CCCN(CCC)c1nc(N(CCC)CCC)[nH]c(=O)n1	100	1	90	93	7	6	-1	1	95	97	93
CCN(CC)S(=O)(=O)c1cccc(-c2n[nH]c(=S)n2C)c1	100	6	95	98	-8	-15	0	33	102	108	99
Cc1c(NC(=O)CN2C(=O)NC3(CCCC3)C2=O)c(=O)n(-c2ccccc2)n1C	100	9	97	99	-3	-10	-1	4	98	95	101
CCN(c1ccccc1)S(=O)(=O)c1cccc(C(=O)NCC(c2cccs2)N(C)C)c1 (configuration not stated)	101	7	94	99	-7	-4	3	10	100	107	102
CCC(C)NC(=O)C(NS(=O)(=O)c1ccc2c(c1)c(=O)n(C)c(=O)n2C)c1ccccc1 (configuration not stated)	104	9	100	101	/	6	3	-2	100	101	100
Cc1ccc(SC(CC(=O)c2ccc(C)cc2)C(=O)O)cc1 (configuration not stated)	96	5	92	96	/	9	1	20	95	96	94
COC(=O)c1cc(S(=O)(=O)N2CCC(C)CC2)ccc1F	102	12	97	103	12	-25	-2	28	100	99	102
CCN(CCCNC(=O)C1CCN(S(=O)(=O)c2cnc[nH]2)CC1)c1ccccc1	103	18	99	100	/	-43	-2	30	101	99	103
CCOC(=O)c1ccc(NC2c3ncccc3C(=O)N2Cc2ccc(F)cc2)cc1 (configuration not stated)	99	9	98	102	/	45	-1	6	103	103	101
c1ccc2[nH]c(SN3CCOCC3)nc2c1	101	11	98	96	/	9	-2	9	96	97	98
CS(=O)(=O)N1CCc2cc(S(=O)(=O)Nc3ccc4c(c3)OCCO4)ccc21	99	4	99	100	-14	-7	-3	-9	101	95	101
O=C(O)COc1ccc2c(c1)OCCO2	98	11	94	96	/	-9	3	0	96	96	98
CC(=O)Nc1ccc(C(=O)OCc2ccccc2Cl)cc1	100	12	97	97	2	33	3	15	98	99	99
COc1ccc(-c2cn3c(C)c(C(=O)Nc4cccc(NC(C)=O)c4)sc3n2)cc1	94	14	95	86	6	-14	0	-4	86	92	88
CCN(CC)C(=O)C(=O)c1cccn1-c1ccccc1C#N	100	19	97	105	/	-28	1	6	104	105	102
COc1ccc(C(C)NC(=O)c2ccc(Cl)cc2)cc1OC (configuration not stated)	102	2	103	103	-15	-11	-1	3	103	98	103
CCOC(=O)c1ccc(NC(=O)CCc2nc(-c3cccc(C)c3)no2)cc1	98	4	100	96	4	-20	-5	10	97	94	98
COCC(C)n1c(COc2ccccc2F)nnc1SCC(=O)c1c(N)n(C)c(=O)n(C)c1=O (configuration not stated)	101	13	98	97	-1	-22	0	4	97	94	95
O=C(O)CNS(=O)(=O)c1cccc2nsnc12	98	6	96	100	9	-14	0	11	97	103	96
CCOc1ccc(N(CC(=O)Nc2ccccc2)S(C)(=O)=O)cc1	98	7	96	96	/	-38	2	19	97	88	96
COc1ccc(/C=C/C(=O)OCC(=O)Nc2ccc(Cl)cc2F)cc1S(=O)(=O)N1CCOCC1	101	10	99	97	29	-4	0	28	97	96	102
Cc1cc(C)n(C(=O)Cn2nc(C(F)F)cc2C)n1	104	7	101	97	-22	2	-3	11	99	98	103
O=C(Oc1ccc(C(=S)N2CCOCC2)cc1Br)c1ccccc1F	?	10	?	?	/	-22	-10	-10	?	?	?
CCCOc1ccc(N2C(=O)CC(SC(=NCC)Nc3cccc(F)c3)C2=O)cc1 (configuration not stated)	104	6	100	103	/	-10	-5	3	104	100	103
COc1cccc(CN2CCN(c3nc4nonc4nc3NC3CC3)CC2)c1	101	10	96	97	/	-40	-2	8	98	97	100
COCCSc1ccccc1C(=O)NCc1ccco1	111	13	101	103	/	-16	-4	5	103	104	107
O=c1c(C/C=C/c2ccccc2)c(O)ccn1Cc1ccc(Cl)cc1Cl	95	6	90	91	-3	-12	0	-2	93	93	91
Cc1ccc(N=Cc2c(O)n(-c3nccs3)c(=O)c3ccccc23)c(C)c1	105	15	100	104	-27	-35	-7	5	101	100	102
COCc1cc(C)nc(OCC(=O)N/N=C/c2cc(C)n(-c3c(C)cccc3C)c2C)c1C#N	100	6	103	100	/	-13	-4	7	99	99	98
Cc1nc2ccccn2c1-c1csc(Nc2cccc(O)c2)n1	75*	25	87	82	/	-48	2	36	83	88	82
COc1cccc(NC(=S)N(CCN2CCCCC2)Cc2ccco2)c1	96	9	94	91	-13	-14	-6	17	96	95	93
O=C1c2ccsc2SCCN1Cc1ccc(Cl)cc1	105	24	99	98	8	-9	-3	4	99	98	100
CCCc1cc(NCC2CCCO2)n2c(nc3ccccc32)c1C#N (configuration not stated)	96	5	98	97	-25	-6	25	17	97	94	95
COc1ccc(S(=O)(=O)N2CCc3ccccc3C2)cc1OC	101	8	99	98	2	-6	-2	14	98	100	99
N#Cc1ccsc1NC(=O)COc1ccc(-c2nnco2)cc1	99	19	99	96	11	-28	1	65*	97	96	97
Cc1c(C#N)sc2nc(-c3ccccc3)nc(N3CCCC3)c12	102	15	96	99	25	-7	2	-9	99	100	98
COc1ccc(OC)c(NC(=O)NCCc2cccc(Cl)c2)c1	100	3	96	96	-12	-1	-7	23	95	96	96
CCCCSc1nc(O)c(C2OC(=O)c3c2ccc(OC)c3OC)c(=O)n1C (configuration not stated)	102	14	91	94	8	20	-5	21	95	97	95
O=C(c1ccc(COc2ccc(F)cc2)o1)n1cccn1	?	10	?	?	/	2	-4	18	?	?	?
COc1ccc(S(=O)(=O)N=Nc2c(O)[nH]c3ccccc23)cc1	99	25	97	99	22	-20	0	30	98	107	94
CC(C)(C)n1nc2c(c1NC(=O)Cc1cccc3ccccc13)CS(=O)C2 (configuration not stated)	102	7	97	99	/	-15	0	10	97	98	99
CC(C)(CNc1ccc([N+](=O)[O-])cc1C#N)N1CCOCC1	101	39	97	99	0	-12	1	5	101	105	99
Nn1c(SCC(=O)N2CCCCCC2)nnc1-c1ccncc1	108	3	99	102	/	-8	-4	19	102	104	103
O=C(Nc1ccccc1Br)C(=O)N1CCCC1	108	4	102	103	-11	-4	-5	1	104	98	102
CCOC(=O)c1cnc2c(-c3ccccc3OC)c(C)nn2c1C	107	11	97	106	2	2	0	14	103	111	100
COc1ccc(S(=O)(=O)NCCSC(C)(C)C)cc1	106	14	99	100	3	-14	-1	10	100	102	102
O=C(COC(=O)C1CCN(S(=O)(=O)c2ccc3c(c2)OCCO3)CC1)Nc1cc(C(F)(F)F)ccc1Cl	96	7	95	97	-18	-30	-3	5	99	100	101
C/C(=N\NC(=O)c1nn(C)cc1Br)c1cccc(NC(=O)C2CCCC2)c1	104	12	100	99	-7	-17	-2	-10	99	99	100
O=C(Nc1ccc(Br)cc1)c1ccccc1CC[N+](=O)[O-]	105	6	99	100	-10	0	-1	-3	101	99	102
CCc1ccc(NC(=O)Cn2cnc3c(=O)n(C)c(=O)n(C)c32)cc1	97	9	93	99	-8	-14	-2	32	101	93	100
CCOC(=O)N1CCN(C(=O)CCCn2c(=S)[nH]c3ccc(Br)cc3c2=O)CC1	101	22	98	99	-10	-10	-3	22	99	98	101
CCn1c(COc2cc(C)ccc2C(C)C)nnc1SCC(=O)Nc1nccs1	97	10	95	95	20	-33	0	9	96	93	95
CN(C)c1ccc(/C=C2/SC(=O)N(CCN=C3NS(=O)(=O)c4ccccc43)C2=O)cc1	106	10	105	102	2	34	78*	52*	103	102	108
Cc1c(C(=O)OCC(=O)N2CC(=O)Nc3ccccc32)oc2ccccc12	100	9	96	96	-18	-7	5	4	97	97	99
COc1ccccc1NC(=O)c1ccc(S(=O)(=O)N2CCOCC2)cc1	101	10	101	103	-3	-6	-1	7	102	95	104
O=S(=O)(c1cccc2nsnc12)N1CCN(C/C=C/c2ccccc2)CC1	102	24	95	95	/	-7	-6	4	97	99	100
COCC1CCCN(Cc2cn(Cc3ccccc3)nc2-c2cc3ccccc3o2)C1 (configuration not stated)	101	4	96	101	6	-33	1	2	98	106	99
COc1ccc(C)cc1NC(=O)C1CCCN(S(=O)(=O)c2cnc[nH]2)C1 (configuration not stated)	97	5	97	99	/	-25	2	7	98	99	96
CCc1ccc(-c2nc(CN3CCC(C(=O)NCCN(CC)c4ccccc4)CC3)c(C)o2)cc1	97	9	95	95	-1	-91	0	18	97	95	97
O=C(O)c1cc(S(=O)(=O)NCc2ccco2)c(Cl)cc1Cl	104	8	99	102	/	-33	-1	16	104	102	105
Continuation:
SMILES	Rac1 wt GTP bind	Avidin fluor	Rac1 act GTP bind	Rab2 wt GTP	Pf gamet viab	Mcl1 Bid PPI	Bim-Mcl-1	Mcl1 Noxa PPI	HRas wt GTP	Rab7 wt GTP bind	Cdc42 wt GTP
Cc1cccc(NC(=O)C2(C)CC3c4ccccc4C2c2ccccc23)c1 (configuration not stated)	98	7	98	99	/	3	-1	-8	100	99	103
CC(=O)c1ccc(-n2nnnc2SCC(=O)N2CCc3ccccc3C2)cc1	104	34	96	99	/	-3	-4	33	97	99	100
C=CCN1C(=O)N(c2ccc(Cl)cc2)C(=O)C1CC(=O)Nc1ccc(F)cc1 (configuration not stated)	98	12	95	99	-3	-19	-4	5	100	103	96
CCOc1ccccc1-c1cc(C(=O)N/N=C/c2ccc(O)c(OC)c2)c2ccccc2n1	93	3	96	91	2	-5	1	8	95	94	94
O=C(COC(=O)CCCCCN=C1NS(=O)(=O)c2ccccc21)Nc1ccc(Cl)c(Cl)c1	98	2	96	97	1	19	-6	0	95	100	98
CCOC(=O)Cc1ccc2sc(-c3ccccc3)nc2c1	99	10	96	99	/	-1	-6	7	96	95	97
O=C(c1cccnc1NCc1ccc(F)cc1)N1CCOCC1	95	11	94	97	-7	-15	-1	6	96	96	94
CCC(=O)N/N=C/c1ccc(-c2ccc([N+](=O)[O-])cc2)o1	93	12	94	97	2	-32	2	17	98	104	94
CCOc1ccc(CC(C(N)=O)C(N)=O)cc1CN(C)C	98	10	96	98	-2	-3	0	2	98	95	98
CN1CCN(c2ccccc2NC(=O)c2ccc(OCc3ccccc3)cc2)CC1	105	19	101	99	6	-20	-2	27	100	97	103
Cc1ccc(NC(=S)/N=C(\N)Nc2nc(C)c3ccccc3n2)cc1C	100	4	97	99	18	-40	-1	10	99	101	97

Taken from above:
Rab7 wt GTP bind result of CN1CCN(c2ccccc2NC(=O)c2ccc(OCc3ccccc3)cc2)CC1 reads 97
HRas wt GTP result of CCOc1ccc(CC(C(N)=O)C(N)=O)cc1CN(C)C reads 98
